TGFb inhibitor: TGF-b pathway inhibition. AID 588855. Potency, µM (series often up to 46.1 µM), without a hit: top-dose activity, negative = inhibition, hits mostly inhibitors. actives 1.2% (n = 410,000). HepG2 CAGA-GFP TGF-b/SMAD3 reporter, GFP fluorescence, 18 h; TGF-beta stimulated, 500 pg/mL final; further: on the % scale 0 is the no-effect control and ±100 the full control effect; nearly all actives have a fitted effect of over 65% in size
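Read-out: total well GFP (ex488/em500-530) summed from mean per-cell fluorescence. Cells: HEPG2 CAGA-GFP, 1% FBS DMEM, 18 h at 37 degrees C with 500 pg/mL final TGF-beta. Unstimulated wells served as the full-inhibition control; stimulated DMSO wells = 0%.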
HepG2 viability: kills HepG2 cells in TGF-b inhibitor counter-screen. HepG2 CAGA-GFP viability, ATP luminescence, 18 h. Potency, µM (series often up to 46.1 µM), without a hit: top-dose activity change, negative = cytotoxicity, actives largely listed as cytotoxic. actives 0.76% (n = 410,000); further: some results filed as inactive show a strong effect at the top dose
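HepG2 CAGA-GFP cells (1000/well, DMEM with 1% FBS) received compound, then TGF-beta at 500 pg/mL final, and were incubated 18 hours at 37 degrees C. Viability was read by CellTiter-Glo luminescence. Media-only wells were set as complete cell-killing and DMSO as no toxicity.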
MCF10A rerep: inducers of DNA re-replication in MCF 10A breast cells; AID 624296; Potency, µM (doses to about 46.1 µM), for inactives: at the highest dose activity, positive = re-replication, usual class: activators; actives 2.9% (n = 350,000); MCF 10A DNA re-replication, Hoechst nuclear intensity, 48 h; further: % of control where 0% means no effect; nearly all actives have a fitted effect of over 50% in size
S2 tox: cell viability loss in ATXN counter-screen. Potency, µM (doses to about 56.7 µM), most hits filed as cytotoxic. actives 0.49% (n = 400,000). S2 cells (HEK-293 line with an ATXN2-luciferase reporter) viability, CellTiter-Fluor protease fluorescence, 24 h. AID 651635; further: nearly all actives have a fitted effect of over 40% in size
EPAC2 antagonist: antagonists of human EPAC2; EPAC2 GEF exchange of Rap1B-BODIPY-GDP, fluorescence; Potency, µM (highest dose often 114 µM), inactives show at the highest dose activity, negative = inhibition, hits mostly inhibitors; actives 0.18% (n = 360,000); AID 720708; further: on the % scale 0 is the no-effect control and ±100 the full control effect; nearly all actives have a fitted effect of over 45% in size; many of its hits are not listed in these tables
Target sequence (Q8WZA2 whole entry, looked up): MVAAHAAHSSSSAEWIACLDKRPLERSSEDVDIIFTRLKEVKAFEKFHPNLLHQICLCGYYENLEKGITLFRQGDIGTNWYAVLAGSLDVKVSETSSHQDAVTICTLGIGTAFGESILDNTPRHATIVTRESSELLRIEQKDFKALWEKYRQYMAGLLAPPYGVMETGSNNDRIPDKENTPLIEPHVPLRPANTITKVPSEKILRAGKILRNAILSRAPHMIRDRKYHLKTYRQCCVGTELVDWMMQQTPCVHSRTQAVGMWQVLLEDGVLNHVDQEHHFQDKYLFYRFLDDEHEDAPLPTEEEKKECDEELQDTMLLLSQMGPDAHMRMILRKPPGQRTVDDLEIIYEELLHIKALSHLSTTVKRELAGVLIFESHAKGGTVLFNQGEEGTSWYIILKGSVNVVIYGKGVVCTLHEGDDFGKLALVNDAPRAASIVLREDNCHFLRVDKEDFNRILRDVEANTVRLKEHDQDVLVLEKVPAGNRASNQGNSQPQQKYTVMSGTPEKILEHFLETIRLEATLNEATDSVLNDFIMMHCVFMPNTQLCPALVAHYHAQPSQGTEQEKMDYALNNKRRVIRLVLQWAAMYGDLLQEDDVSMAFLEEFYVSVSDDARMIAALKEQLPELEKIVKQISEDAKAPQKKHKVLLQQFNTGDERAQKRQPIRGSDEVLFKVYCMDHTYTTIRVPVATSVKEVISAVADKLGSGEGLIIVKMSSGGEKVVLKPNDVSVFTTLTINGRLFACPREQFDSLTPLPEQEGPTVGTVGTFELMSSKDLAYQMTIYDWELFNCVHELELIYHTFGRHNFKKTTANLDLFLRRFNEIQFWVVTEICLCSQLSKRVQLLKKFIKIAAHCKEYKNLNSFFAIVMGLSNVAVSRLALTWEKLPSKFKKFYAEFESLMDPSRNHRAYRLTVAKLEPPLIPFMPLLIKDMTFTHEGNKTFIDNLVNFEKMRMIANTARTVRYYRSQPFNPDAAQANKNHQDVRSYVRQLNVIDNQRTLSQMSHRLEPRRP
A549 viability: counter-screen for Nrf2 inhibitors: cytotoxicity in A549 cells | A549 ARE-Fluc cells, CellTiter-Fluor viability, 18-24 h | Potency, µM (highest dose often 46 µM), for the others: at the highest dose activity change, negative = cytotoxicity, usual class: inhibitors | actives 0.16% (n = 390,000) | AID 504648; further: on the % scale 0 is the no-effect control and ±100 the full control effect
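Cytotoxicity counterscreen: CellTiter-Fluor fluorescence was measured in A549 ARE_Fluc cells after 18-24 h of compound exposure in a concentration series. The subsequent BugLite luminescent read reports ARE-luciferase activity.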
Nrf2 ARE act: Nrf2 pathway activation | AREc32 ARE-luciferase reporter (MCF7-derived line), luminescence, 24 h | Potency, µM (doses to about 46.1 µM), for the others: top-dose activation, usual class: activators | actives 0.31% (n = 410,000) | AID 624171; further: % of control where 0% means no effect; nearly all actives have a fitted effect of over 65% in size
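Cells of the AREc32 ARE-luciferase line are plated in OPTI-MEM containing 5% FBS and left overnight at 37 deg C. Compounds are pinned in, incubation continues 24 hr, and firefly luciferase signal is then measured.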
ATXN2 expr inh: ATXN2 expression inhibition; HEK-293 ATXN2-luciferase reporter, luminescence, 24 h; Potency, µM (titrated, usually from 57 µM), for inactives: top-dose activity change, negative = inhibition, most hits filed as inhibitors; actives 0.72% (n = 360,000); further: on the % scale 0 is the no-effect control and ±100 the full control effect; nearly all actives have a fitted effect of over 55% in size
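ATXN2-luciferase reporter cells (luciferase flanked by upstream and downstream ATXN2 gene portions) were treated 24 h at 37 °C with compounds at up to 57 uM. SteadyGlo luminescence gave expression; GF-AFC fluorescence gave viability.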
Nrf2 block: blocks Nrf2 signaling | A549 ARE-Fluc reporter, luciferase luminescence, 18-24 h | Potency, µM (top dose mostly 46 µM), for inactives: at the top dose activity change, negative = inhibition, actives largely listed as inhibitors | actives 2.1% (n = 360,000); further: on the % scale 0 is the no-effect control and ±100 the full control effect; nearly all actives have a fitted effect of over 60% in size
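Quantitative HTS in A549 cells stably bearing an antioxidant response element-firefly luciferase construct. Inhibition of Nrf2-driven transcription was scored by luminescence after 18-24 h of compound exposure at 37 °C.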
Active calls of the source: *; & = joins results of further samples; [ ] = dose if it differs, or a comment. The call rests on the fitted dose curve; in most records, active means well fitted curve in the direction sought with a large enough effect; inconclusive means small, poorly fitted or top-dose-only effect, or another doubt; inactive means no such curve, though single readings can be large; an effect the other way counts as inactive or inconclusive. Potency means the concentration at half of the fitted maximal effect. These rows are one share of the data; the hit share may differ from the screen's.

Screening COc1cc2c(cc1NC(=O)c1cc(-c3ccncc3)nc3ccc(C)cc13)oc1ccccc12 returned TGFb inhibitor inconclusive, HepG2 viability -13%, MCF10A rerep inconclusive, S2 tox inconclusive, EPAC2 antagonist -3%, A549 viability 0%, Nrf2 ARE act -0.8%, ATXN2 expr inh -29% and Nrf2 block 6%.
For COC(=O)C1C(=O)c2c([nH]c(C(=O)OC3CCCCC3)c2C)CC1C (configuration not stated) the results were TGFb inhibitor 2%, HepG2 viability -25%, MCF10A rerep 9%, S2 tox inactive, EPAC2 antagonist 6%, A549 viability -1%, Nrf2 ARE act 0.2%, ATXN2 expr inh 53%[activator] and Nrf2 block 26%.
O=C(Nc1ccn(Cc2c(F)c(F)c(F)c(F)c2F)n1)c1cccc(Cn2cc([N+](=O)[O-])cn2)c1 was read as TGFb inhibitor 3%, HepG2 viability -8%, MCF10A rerep 10%, S2 tox inactive, EPAC2 antagonist -12%, A549 viability -19%, Nrf2 ARE act 8.0%, ATXN2 expr inh inconclusive and Nrf2 block 18µM*.
CCC(=O)c1ccc(OCC(=O)N2CCN(S(=O)(=O)c3ccc(Cl)s3)CC2)cc1 was read as TGFb inhibitor inconclusive, HepG2 viability -23%, MCF10A rerep 24%, S2 tox inactive, EPAC2 antagonist -2%, A549 viability -4%, Nrf2 ARE act -0.3%, ATXN2 expr inh -14% and Nrf2 block inconclusive.
`COc1ccc(-c2nc3cc(C)ccn3c2NC(=O)c2ccc(F)cc2)cc1` gave TGFb inhibitor -24%, HepG2 viability -14%, S2 tox inconclusive, A549 viability -9%, Nrf2 ARE act 3.8%, ATXN2 expr inh 7% and Nrf2 block 8%[9.27 µM].
Screening CCN1CCN(c2sc(S(C)(=O)=O)nc2S(=O)(=O)c2ccc(Cl)cc2)CC1 returned TGFb inhibitor inconclusive, HepG2 viability 4%, MCF10A rerep 10%, S2 tox inactive, EPAC2 antagonist 5%, A549 viability 0%, Nrf2 ARE act inconclusive, ATXN2 expr inh 2% and Nrf2 block inconclusive.
COc1ccc(F)cc1C(=O)C1CCCN(C(=O)c2ocnc2C)C1 (configuration not stated) was read as TGFb inhibitor 1%, HepG2 viability 1%, MCF10A rerep 5%, S2 tox inactive, EPAC2 antagonist -1%, A549 viability 3%, Nrf2 ARE act -0.2%, ATXN2 expr inh 2% and Nrf2 block -13%.
Screening CCOc1ccc(C2NC(=O)C(C#N)=C(S)N2c2ccc(OC)cc2)cc1OC (configuration not stated) returned TGFb inhibitor -4%, HepG2 viability 0%, MCF10A rerep -5%, S2 tox inactive, EPAC2 antagonist 4%, A549 viability -8%, Nrf2 ARE act -0.5%, ATXN2 expr inh 9% and Nrf2 block 4%.
CC1(C(=O)Nc2cccc(Br)c2)Cc2ccccc2C(=O)O1 (configuration not stated) was read as TGFb inhibitor -10%, HepG2 viability -40%, S2 tox inactive, A549 viability 0%, Nrf2 ARE act 2.9%, ATXN2 expr inh -4% and Nrf2 block 2%.
`COC(=O)c1[nH]c2c(c1C)C(=O)CC(c1ccc(C)cc1)C2` (configuration not stated) gave TGFb inhibitor -4%, HepG2 viability -11%, MCF10A rerep 6%, S2 tox inactive, EPAC2 antagonist 4%, A549 viability -1%, Nrf2 ARE act 3.5% and ATXN2 expr inh 1%.
`O=C(CNC1CCCCC1)NN=C(c1ccccc1)c1ccccc1` gave TGFb inhibitor 2%, HepG2 viability -26%, MCF10A rerep 6%, S2 tox inactive, EPAC2 antagonist 2%, A549 viability -5%, Nrf2 ARE act -0.2%, ATXN2 expr inh -18% and Nrf2 block 1%.
For O=C(O)COc1c(F)c(F)c(C(F)(F)F)c(F)c1F the results were TGFb inhibitor 9%, HepG2 viability 7%, MCF10A rerep -3%, S2 tox inactive, EPAC2 antagonist 6%[57.1 µM], A549 viability -6%, Nrf2 ARE act -0.4%, ATXN2 expr inh 7% and Nrf2 block -10%.
Screening Cc1ccc(C)c(-n2cc(CN3CCNC(=O)CC3)c(-c3ccccc3)n2)c1 returned TGFb inhibitor -22%, HepG2 viability -20%, MCF10A rerep -7%, S2 tox inactive, EPAC2 antagonist -9%, A549 viability 4%, Nrf2 ARE act 3.2%, ATXN2 expr inh -12% and Nrf2 block -3%.
Screening CCOc1ccc(C2CC(=O)n3nc(C45CC6CC(CC(C6)C4)C5)nc3S2)cc1OC (configuration not stated) returned TGFb inhibitor 4%, HepG2 viability 0%, MCF10A rerep -2%, S2 tox inactive, EPAC2 antagonist 3%, A549 viability -5%, Nrf2 ARE act -0.2%, ATXN2 expr inh -6% and Nrf2 block -7%.
Screening O=C(O)CCCC(=O)Nc1ccc(OCc2nc3ccccc3s2)cc1 returned TGFb inhibitor 2%, HepG2 viability 1%, MCF10A rerep -2%, S2 tox inactive, EPAC2 antagonist 2%, A549 viability -3%, Nrf2 ARE act 3.1%, ATXN2 expr inh 31% and Nrf2 block inconclusive.
CCCCn1c(N)c(N(CCOC)C(=O)c2ccc(Cl)c(S(=O)(=O)N3CCCC3)c2)c(=O)[nH]c1=O was read as TGFb inhibitor 1%, HepG2 viability 8%, MCF10A rerep 1%, S2 tox inconclusive, EPAC2 antagonist -2%, A549 viability -13%, Nrf2 ARE act -0.7%, ATXN2 expr inh 4% and Nrf2 block 1%.
For C[C@@H]1NS(=O)(=O)c2cc(Cl)ccc2O[C@@H]1c1ccccc1 the results were TGFb inhibitor -22%, HepG2 viability -15%, MCF10A rerep 2%, S2 tox inactive, EPAC2 antagonist -15%, A549 viability 2%, Nrf2 ARE act 2.9%, ATXN2 expr inh 0% and Nrf2 block -9%.
For O=C(c1ccccc1)c1ccc(-n2ccnc2)c([N+](=O)[O-])c1 the results were TGFb inhibitor 0%, HepG2 viability -35%, MCF10A rerep 2%, S2 tox inactive, EPAC2 antagonist 1%, A549 viability 6%, Nrf2 ARE act 3.3%, ATXN2 expr inh -12% and Nrf2 block inconclusive.
CN(CCc1ccccn1)Cc1ccc(Cl)c(Cl)c1 was read as TGFb inhibitor 2%, HepG2 viability -1%, MCF10A rerep -16%, S2 tox inactive, EPAC2 antagonist -1%, A549 viability 1%, Nrf2 ARE act 0.2%[9.22 µM], ATXN2 expr inh -15% and Nrf2 block -2%.
Screening O=C(COc1ccccc1)N[C@@H]1c2ccccc2CC[C@H]1OCc1ccccc1 returned TGFb inhibitor 16µM*, HepG2 viability -23%, MCF10A rerep 8%, S2 tox inactive, EPAC2 antagonist -24%, A549 viability -13%, Nrf2 ARE act 3.1%, ATXN2 expr inh -37% and Nrf2 block inconclusive.
For COc1ccc(CNC(=O)c2nc(SCc3ccccc3F)ncc2Cl)cc1 the results were TGFb inhibitor inconclusive, HepG2 viability -29%, A549 viability -3%, Nrf2 ARE act 4.4% and Nrf2 block inconclusive.
COc1cc(NC(=O)c2cc3cc4ccc(OC)c(Cl)c4nc3s2)cc(OC)c1 was read as TGFb inhibitor 18%, HepG2 viability -14%, S2 tox inactive, A549 viability 0%, Nrf2 ARE act -0.8% and ATXN2 expr inh -10%.
For O=C1CCCc2c1cc(C(=O)Nc1ccc(Br)cn1)c(=O)n2-c1ccccc1 the results were TGFb inhibitor 5%, HepG2 viability -10%, MCF10A rerep 7%, S2 tox inactive, EPAC2 antagonist 0%, A549 viability -1%, Nrf2 ARE act 0.3%, ATXN2 expr inh -12% and Nrf2 block -11%.
`CCc1ccc2oc(C(=O)N3CCN(c4ccc(OC)cc4)CC3)cc(=O)c2c1` gave TGFb inhibitor 5%, HepG2 viability 0%, MCF10A rerep -11%, S2 tox inactive, EPAC2 antagonist 11%, A549 viability 1%, Nrf2 ARE act -0.9%, ATXN2 expr inh -24% and Nrf2 block -11%.
For COc1cc(NCCCC(C)N)c2ncccc2c1 (configuration not stated) the results were TGFb inhibitor -27%, HepG2 viability -33%, MCF10A rerep 17%&-3%, S2 tox inactive, EPAC2 antagonist -4%, A549 viability inconclusive, Nrf2 ARE act -4.3%, ATXN2 expr inh 15% and Nrf2 block 5.8µM*.
For COc1ccc(C)cc1NC(=O)C(OC(=O)CNC(=O)c1ccc(Br)cc1)c1ccccc1 (configuration not stated) the results were TGFb inhibitor -7%, HepG2 viability -23%, MCF10A rerep 13%, S2 tox inactive, EPAC2 antagonist 6%, A549 viability 2%, Nrf2 ARE act 0.0%[9.22 µM], ATXN2 expr inh 5% and Nrf2 block 7%.
Screening COc1ccc(-c2nnc(NC(=O)CS(=O)(=O)c3ccc(F)cc3)o2)cc1 returned TGFb inhibitor 17%, HepG2 viability -11%, MCF10A rerep 14%, S2 tox inactive, EPAC2 antagonist 18%, A549 viability -3%, Nrf2 ARE act -0.5%, ATXN2 expr inh 8% and Nrf2 block 1%.
Screening CC1(C)CC(=O)c2cn3ncnc3nc2C1 returned TGFb inhibitor -13%, HepG2 viability -19%, MCF10A rerep 0%, S2 tox inactive, EPAC2 antagonist 7%, A549 viability 2%, Nrf2 ARE act -0.4%, ATXN2 expr inh -7% and Nrf2 block -16%.
`CN(C)c1ccc(/C=C(/C(=O)c2ccc(Cl)cc2Cl)n2cncn2)cc1` gave TGFb inhibitor -11%, HepG2 viability -6%, MCF10A rerep inconclusive, S2 tox inactive, EPAC2 antagonist -24%, A549 viability -9%, Nrf2 ARE act 0.3%, ATXN2 expr inh -23% and Nrf2 block -1%.

An excerpt from above in order of molar mass, highest first:
`CCc1ccc2oc(C(=O)N3CCN(c4ccc(OC)cc4)CC3)cc(=O)c2c1` gave TGFb inhibitor 5%, HepG2 viability 0%, MCF10A rerep -11%, S2 tox inactive, EPAC2 antagonist 11%, A549 viability 1%, Nrf2 ARE act -0.9%, ATXN2 expr inh -24% and Nrf2 block -11%.
Screening COc1ccc(-c2nnc(NC(=O)CS(=O)(=O)c3ccc(F)cc3)o2)cc1 returned TGFb inhibitor 17%, HepG2 viability -11%, MCF10A rerep 14%, S2 tox inactive, EPAC2 antagonist 18%, A549 viability -3%, Nrf2 ARE act -0.5%, ATXN2 expr inh 8% and Nrf2 block 1%.
For COc1cc(NCCCC(C)N)c2ncccc2c1 (configuration not stated) the results were TGFb inhibitor -27%, HepG2 viability -33%, MCF10A rerep 17%&-3%, S2 tox inactive, EPAC2 antagonist -4%, A549 viability inconclusive, Nrf2 ARE act -4.3%, ATXN2 expr inh 15% and Nrf2 block 5.8µM*.
